PP5 inh: PP5 (human) phosphatase inhibition; 320,000 tested, 0.18% active; purified PP5c, OMFP substrate fluorescence; inhibition, % at 6.7 µM;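 active = inhibition above the campaign's mean inhibition across all tested compounds plus 3 SD, cut at about 9.5% in these data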;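 note: 0% = DMSO only and 100% = 100 µM cantharidin control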
Efflux pump mplx: inhibitors of Candida antifungal efflux pumps expressed in yeast | S. cerevisiae Candida pump triplex, Nile Red efflux | inhibition, % at 10 µM | 330,000 tested, 0.44% active | AID 485275;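 active = plate passing quality check with inhibition over a set limit, or well fluorescence over plate mean plus 4 SD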;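 note: Nile Red retained in pooled yeast measured as flow cytometry median fluorescence; 0% = buffer negative control and 100% = Enniatin B positive control; higher means more Nile Red kept so more efflux inhibition; some compounds called inactive have numbers as strong as hits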
LYPLA2 inh: blocks human lysophospholipase 2, a PME1 counter-screen; recombinant LYPLA2, FP-Rh probe fluorescence polarization; inhibition, % at 5.9 µM; 320,000 tested, 0.38% active; AID 2177;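 active = inhibition above the screen-wide mean plus 3 SD, limit set per campaign, cut at about 26% in these data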;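 note: 0% = LYPLA2 with DMSO and 100% = wells lacking LYPLA2 enzyme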
Target sequence (O95372 whole entry, looked up): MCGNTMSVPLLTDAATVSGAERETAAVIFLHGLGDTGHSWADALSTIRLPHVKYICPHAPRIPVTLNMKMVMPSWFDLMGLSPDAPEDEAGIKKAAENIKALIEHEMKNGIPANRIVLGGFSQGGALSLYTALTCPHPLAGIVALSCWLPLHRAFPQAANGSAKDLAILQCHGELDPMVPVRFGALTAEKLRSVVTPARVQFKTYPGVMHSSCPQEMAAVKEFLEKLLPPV
TPT1 inhibitor: inhibitors of Candida albicans tRNA 2'-phosphotransferase TPT1; 300,000 tested, 0.81% active; recombinant caTPT1, FP RNA substrate dephosphorylation; inhibition, % at 5 µM;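 active = inhibition above the mean of all tested compounds plus 3 SD, set per screening campaign, cut at about 24% in these data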;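 note: plate controls were DMSO alone for no effect and ferristatin control at 100 nM for full effect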
Fh CTSL1 inh: blocks F. hepatica cathepsin L1 in PFM18AAP counter-screen; recombinant F. hepatica cathepsin L1, Z-Leu-Arg-MCA fluorescence; inhibition, % at 5.96 µM; 300,000 tested, 0.49% active;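 active = inhibition above the mean of all tested compounds plus 3 SD, set per screening campaign, cut at about 17% in these data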;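 note: 0% = plate median of test compound wells and 100% = 1 µM Z-Phe-Ala-diazomethylketone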
PREPL inh: human PREPL enzyme inhibition | recombinant PREPL, fluorescence polarization activity-based probe | Q4J6C6 | 320,000 tested, 0.68% active | inhibition, % at 5.96 µM; in the data active = inhibition above about 43%;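 note: 0% = enzyme with DMSO and 100% = wells lacking enzyme; many of its hits are not listed in these tables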
JMJD2C inh: inhibitors of human GASC-1 (JMJD2C) demethylase | Q9H3R0 | GST-JMJD2C(1-420) H3K9me3 demethylation, DELFIA europium | inhibition, % at 2.35 µM | 330,000 tested, 0.069% active;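 active = more than half of a compound's replicate wells show inhibition beyond 50%, single wells judged on their own value; inconclusive = some, but no more than half, of replicates pass 50% inhibition; inactive = no replicate passes 50% inhibition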;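 note: signal counts dimethyl H3K9 product captured on neutravidin plate; 0% = median of DMSO wells and 100% = 0.3 times that DMSO median; strong numbers were not always called active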
Target sequence (Q9H3R0 1-420 limits assumed): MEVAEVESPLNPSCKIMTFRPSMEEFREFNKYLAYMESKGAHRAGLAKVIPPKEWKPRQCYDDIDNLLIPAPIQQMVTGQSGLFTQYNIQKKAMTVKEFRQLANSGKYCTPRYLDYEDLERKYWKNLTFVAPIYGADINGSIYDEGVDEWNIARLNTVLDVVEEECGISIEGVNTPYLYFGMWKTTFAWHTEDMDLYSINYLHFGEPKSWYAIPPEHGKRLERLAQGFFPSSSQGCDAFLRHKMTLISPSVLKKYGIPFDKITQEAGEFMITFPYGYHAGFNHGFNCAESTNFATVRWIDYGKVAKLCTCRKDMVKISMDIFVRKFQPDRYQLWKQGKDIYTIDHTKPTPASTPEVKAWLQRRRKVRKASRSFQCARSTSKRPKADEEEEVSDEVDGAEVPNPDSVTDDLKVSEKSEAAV
HCV core dimer: blocks dimerization of HCV core protein; inhibition, % at 5 µM; TR-FRET GST/Flag-core106 dimerization, 1536-well; AID 1899; 300,000 tested, 0.33% active;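 active = inhibition above the mean of all tested compounds plus 3 SD, set per screening campaign, cut at about 45% in these data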
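Assay system – GST-tagged and Flag-tagged HCV core protein residues 1-106 · Quantity – core106 proteins, GST 13.5 nM and Flag 17 nM · Benchmarks – unlabelled core106 and no-GST-core106 wells · Read-out basis – percent inhibition of core106 dimerization signal · Detection – time-resolved FRET, ex 340 nm, em 617 and 671 nm · Schedule – 4 h at 22.5 °C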
PP1 inh: counter-screen for PP5 inhibitors: inhibitors of human PP1-alpha. purified PP1alpha, OMFP fluorescence. inhibition, % at 6.7 µM. 320,000 tested, 0.9% active. AID 2235;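 active = inhibition above the mean inhibition of all tested compounds plus 3 SD, computed separately for each screening campaign, cut at about 15% in these data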
Target sequence (P62136 whole entry, looked up): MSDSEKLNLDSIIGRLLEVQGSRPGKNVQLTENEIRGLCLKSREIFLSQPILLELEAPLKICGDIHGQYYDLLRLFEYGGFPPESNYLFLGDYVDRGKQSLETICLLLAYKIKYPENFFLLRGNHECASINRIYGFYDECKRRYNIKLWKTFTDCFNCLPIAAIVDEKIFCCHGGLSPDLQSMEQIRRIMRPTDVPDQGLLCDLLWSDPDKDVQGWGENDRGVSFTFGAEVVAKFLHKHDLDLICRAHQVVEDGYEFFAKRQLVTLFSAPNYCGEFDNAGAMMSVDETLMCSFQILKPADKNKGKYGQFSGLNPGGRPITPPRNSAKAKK
An asterisk follows results filed as active; ? = inconclusive; / = not tested or not shown; & = joins results of further samples. The list is partial; the hit share may differ from the screen's.

SMILES	PP5 inh	Efflux pump mplx	LYPLA2 inh	TPT1 inhibitor	Fh CTSL1 inh	PREPL inh	JMJD2C inh	HCV core dimer	PP1 inh
COCCCn1c(-c2ccsc2)nc2c1c(=O)[nH]c(=O)n2Cc1ccccc1	0.3	0.1	2.2	-3.2	0.5	8.4	?	18.6	3.9
COc1ccccc1C(CCN(Cc1cccs1)C(C)=O)c1ccco1 (stereo not given)	-3.1	0.1	-1.6	10.4	3.5	2.5	-5.3	40.9	6.1
O=C(NCCS(=O)(=O)NCc1ccccc1Cl)c1ccccc1	0.1	-0.1	0.5	0.7	0.5	5.0	-1.2	-5.3	-0.1
COc1c(Br)cc2c(C)c(C(=O)O)oc2c1Br	-2.2	0.0	-7.8	0.6	0.5	-0.2	4.9	3.4	-3.3
S=C(Nc1ccccc1)Nc1ccc(OCc2ccc(Cl)cc2Cl)cc1	0.1	0.0	5.3	0.6	3.0	16.2	-0.9	2.9	-1.1
Cc1ccc(/C=N/NC(=O)c2ccc(NC(=O)c3ccc(Cl)cc3)cc2)o1	1.2	-0.2	-7.2	0.9	-1.6	0.1	0.8	9.3	2.5
CCN(CC(=O)NC1CCS(=O)(=O)C1)S(=O)(=O)c1ccc(F)cc1 (stereo not given)	1.2	0.0	1.3	0.9	-2.6	2.2	4.9	8.5	1.5
Cc1csc2ncc(C(=O)Nc3ccc4c(c3)OCCO4)c(=O)n12	-0.7	0.3	7.2	0.5	2.5	5.1	-0.9	1.6	-5.4
CC1=C(N2CCOCC2)CCC1=O	1.8	0.1	3.1	-1.0	-4.7	1.8	0.3	-2.1	-2.0
COc1ccc(Cn2c(C)c(C)c(C#N)c2NC(=O)Nc2ccccc2)cc1	1.0	-0.1	0.5	-1.5	1.5	7.8	5.9	9.6	2.6
CC(C)(C)N1CCC1C(N)=O (stereo not given)	0.1	0.1	3.1	-1.0	1.2	1.5	-5.5	-3.0	-2.2
N#C/C(=C\c1ccc([N+](=O)[O-])cc1)c1ccccn1	-1.1	0.2	-1.4	-0.3	1.1	3.7	25.4	3.4	-5.1
COc1ccccc1S(=O)(=O)Cc1ccc(C(=O)NCc2cccnc2)o1	-0.9	0.1	-6.7	-3.3	-2.7	-1.8	2.5	-5.1	-3.9
Cc1onc(-c2ccccc2Cl)c1C(=O)Nc1nnc(-c2cccc([N+](=O)[O-])c2)s1	1.2	0.0	2.9	0.2	-0.4	-2.2	0.3	17.3	-1.8
CCc1ccccc1N(C(=O)Cn1nnc2ccccc21)C(C(=O)NCCOC)c1ccco1 (stereo not given)	-0.7	-0.1	-3.7	1.5	7.3	-4.3	-9.8&-2.2	-15.1	-12.5
CCSc1ccc([C@@H]2[C@@H]3C(=O)N(CC)C(=O)[C@@H]3[C@]3(C(=O)OC)CCCCN23)cc1	2.1	0.1	-0.4	0.1	3.5	0.5	-6.2	6.6	0.1
COc1ccc(NS(=O)(=O)c2ccc(NS(=O)(=O)c3ccc(C)cc3)cc2)nn1	-0.1	-0.3	0.3	-2.2	1.1	19.3	-7.6	-5.7	-0.1
CCOc1ccc(N2C(=O)CC(Sc3nc4ccc(OCC)cc4s3)C2=O)cc1 (stereo not given)	1.2	-0.1	-2.8	2.7	1.9	-1.3	-3.4	8.6	-0.7
Cc1ccc(OCC(=O)NC(C)c2ccccc2)cc1C (stereo not given)	4.2	0.0	6.9	-4.7	-4.4	-10.7	12.7	3.2	-2.8
O=C1OC(N2C(=O)CC[C@H]2C(=O)Nc2ccc(Br)cc2F)c2ccccc21 (stereo not given in full)	-1.1	-0.2	10.1	-2.7	0.8	6.5	14.5	1.5	6.0
COC(=O)c1cc(OC)c(OC)cc1NC(=O)CSc1nnnn1Cc1ccccc1	-0.5	0.1	5.2	-0.1	8.0	15.2	-14.9	2.7	-2.7
OCCNc1nnc(-c2ccccc2)c(-c2ccccc2)n1	-0.3	0.0	0.7	0.4	6.9	-4.0	10.2	1.6	-6.6
COc1ccc(S(=O)(=O)N2CCOCC2)cc1NC(=O)CN(C)Cc1c(F)cccc1Cl	1.0	0.4	1.0	2.3	2.9	-0.2	-3.6	1.6	-4.1
O=C(/C=C/c1ccccc1)NC(NC(=S)Nc1cc(Cl)ccc1Cl)C(Cl)(Cl)Cl (stereo not given)	0.8	-0.1	-43.5	-1.0	9.6	-6.5	13.8	25.0	10.0
COC(=O)C1=C(C)NC(=O)C1(NC(=O)CN1CCCC1=O)C(F)(F)F (stereo not given)	1.4	-0.1	1.9	-3.5	4.5	-0.2	0.0	-7.7	-0.8
O=C(Nc1ccc2oc(-c3ccccc3F)nc2c1)c1ccc2c(c1)OCCO2	0.4	0.1	-14.9	1.5	1.2	-18.0	0.0	3.0	3.7
O=C(COc1ccccc1)Nc1ccccc1Oc1ccccc1	1.9	-0.1	1.8	3.8	-2.4	-6.9	3.6	-7.5	2.7
Cc1nc(C)c(C(=O)N2CCCC(C(=O)c3cc(F)ccc3F)C2)s1 (stereo not given)	2.0	0.1	3.5	0.4	-0.5	4.0	-3.1	11.2	-0.6
Cc1cc(NC(=O)c2coc(=O)c(Br)c2)ccc1C(C)C	0.1	-0.1	6.8	1.2	2.5	4.5	-8.6	-2.1	1.2
O=C(Nc1ccc(Cl)c(Cl)c1)Nc1ccon1	2.8	6.5*	-38.4	-1.6	-0.7	-22.8	11.7	-1.7	-1.2
CCOC(=O)c1[nH]c2ccccc2c1NC(=O)C1CCCC1	3.5	0.3	1.9	0.2	-1.4	1.3	-5.2&-8.3	-7.6	-3.9
CC(=O)N(Cc1ccccn1)Cc1ccco1	1.7	-0.1	-1.5	0.6	-6.3	4.4	6.2	-5.8	-4.8
O=C(CCCCCNC(=O)N1CCn2c1nc1ccccc12)NCc1ccccc1	-1.8	0.1	-1.5	3.0	-0.7	11.1	9.1	1.0	1.4
CCC(=O)Nc1ccc(SC#N)cc1C	-2.0	0.0	-0.3	0.2	1.7	4.7	-7.5	-12.6	-6.3
O=C(COC(=O)c1ccccc1NC(=O)c1ccco1)Nc1ncc(Cl)cc1Cl	4.4	0.3	-4.4	-1.0	-8.7	-30.5	1.0	10.3	-0.4
O=[N+]([O-])c1ccc(N2CCCC2)cc1NC(c1ccccc1)c1ccccc1	-4.3	0.1	7.3	1.9	2.1	6.8	-0.9	4.7	0.5
CC(Sc1nnnn1C1CC1)C(=O)N1CC(=O)Nc2ccccc21 (stereo not given)	1.5	0.1	-4.9	/	/	5.0	4.2	/	1.9
CCN(CC)S(=O)(=O)c1ccc(-c2cc(C(=O)OC)sc2C(F)(F)F)cc1	3.5	0.3	-5.8	-0.1	2.7	6.0	-1.7	0.7	0.0
COc1ccc(C(NC(=O)C(C)C)c2ccc3cccnc3c2O)cc1 (stereo not given)	2.2	0.1	6.1	-3.2	-1.8	11.8	5.5	-6.2	8.8
O=C(NC1CC1)C1CCN(C2CCN(C(=O)CC3=CCCCC3)CC2)CC1	0.3	-0.1	-4.1	3.1	-2.1	4.4	-22.2	-3.8	-3.1

Single entries from the results shown:
Entry for O=C(CCCCCNC(=O)N1CCn2c1nc1ccccc12)NCc1ccccc1 in PP1 inh: 1.4
Entry for O=C(COc1ccccc1)Nc1ccccc1Oc1ccccc1 in PP1 inh: 2.7
Entry for CCN(CC)S(=O)(=O)c1ccc(-c2cc(C(=O)OC)sc2C(F)(F)F)cc1 in Fh CTSL1 inh: 2.7

More structures follow.
SMILES	PP5 inh	Efflux pump mplx	LYPLA2 inh	TPT1 inhibitor	Fh CTSL1 inh	PREPL inh	JMJD2C inh	HCV core dimer	PP1 inh
O=C(NCCCc1ccncc1)C1CCC(=O)N(Cc2cccc(F)c2)C1 (stereo not given)	0.3	0.0	5.0	-2.7	1.4	14.1	2.9	-8.7	0.2
COCC(=O)OC/C(O)=C(\C#N)c1nc2ccccc2[nH]1	-2.1	0.0	-1.4	13.3	-1.2	8.0	-3.8	0.5	0.9
COc1ccc(NC2CCCN(C(=O)c3cccc(C(F)(F)F)c3)C2)cc1OC (stereo not given)	3.2	0.4	-3.0	0.4	-7.5	14.1	-6.1	-9.5	3.2
CCOc1ccc(NC(=O)CSc2nncc(=O)n2N)cc1	3.0	-0.2	-4.2	-4.5	2.4	13.7	-4.8	-12.1	-2.5
c1ccc(-c2ccc(-c3ccncn3)cc2)cc1	-0.7	0.0	5.0	-5.0	-1.9	-12.7	-8.6	-0.5	-2.8
C/C(=N/NC(=O)CNC(=O)COc1cccc(C)c1)c1ccco1	-1.9	0.3	-2.5	-3.9	3.1	-1.5	7.4	-3.8	-2.8
COc1ccc(NC(=O)C2CCC(C(C)(C)C)CC2)cc1S(=O)(=O)N1CCOCC1 (stereo not given)	3.9	0.0	0.2	/	/	4.9	-4.7	/	5.8
Cc1cccc(OCC(=O)OCC(=O)N2CCN(C(=O)c3ccco3)CC2)c1C	4.0	-0.1	-4.0	0.6	-5.7	1.4	1.0	8.0	-0.2
COc1ccc(-c2n[nH]c(C)c2-c2cscn2)c(O)c1	0.6	-0.1	1.2	-2.6	-2.9	-7.0	4.6	-4.4	-0.5
COc1cccc(/C=N/NC(=O)c2ccc(=O)[nH]n2)c1O	0.0	-0.3	-1.7	-0.1	0.3	1.4	5.0	-1.6	-0.1
OC1(c2cccc(C(F)(F)F)c2)CCN(CCN2CCCCC2)CC1	1.5	0.1	1.1	4.4	-0.1	-6.8	-1.2	12.7	-4.0
COc1ccc(C2CC(C(F)(F)F)n3ncc(C(=O)NCc4cccnc4)c3N2)cc1OC (stereo not given)	-0.2	0.1	3.6	0.1	3.6	12.2	4.1	1.1	-3.9
CCn1c(=NC(=O)c2ccc(S(=O)(=O)N3CCOCC3)cc2)sc2cccc(OC)c21	-1.5	-0.1	9.8	-4.3	2.5	5.7	1.7&9.1	8.8	-0.1
CCn1c(Cn2nnc(-c3ccccc3)n2)nnc1SCC(=O)Nc1ccccc1	2.0	-0.1	6.7	-0.7	-2.4	4.5	0.4	0.9	-1.6
CCOC(=O)c1ccc(NC(=O)Nc2ccc3c(c2)OCCO3)cc1	3.4	-0.1	-2.6	5.1	3.5	24.2	20.8	-0.1	-1.7
CC(C)[C@H](NC(=O)CCn1nnc2ccccc2c1=O)C(=O)O	1.0	0.4	-0.4	0.9	-3.2	12.8	1.4	2.6	-2.7
COc1ccc(CN2CCN(Cc3cccn3-c3ncccn3)CC2CCO)c(C)c1C (stereo not given)	0.8	0.0	-5.4	5.1	2.0	9.8	-6.4	3.8	-2.9
O=C(c1cccc(OCc2ccccc2)c1)N1CCOCC1	-0.4	0.0	4.3	-4.5	-2.9	5.9	-12.3	-4.3	-4.2
CC(NS(=O)(=O)CCNC(=O)c1ccccc1)c1ccccc1 (stereo not given)	0.2	-0.1	2.5	1.1	2.6	-5.8	-4.9	-2.8	-1.7
CCOC(=O)c1c(C)noc1-c1ccco1	0.5	0.1	3.1	-0.6	2.9	-2.4	5.0	-0.4	-0.6
Cc1nnc(SCC(=O)N2CCCC2)n(N)c1=O	-0.1	-0.2	23.3	1.0	2.1	-0.6	1.3	0.3	-4.2

Record cards, as listed above. Values in the order: PP5 inh	Efflux pump mplx	LYPLA2 inh	TPT1 inhibitor	Fh CTSL1 inh	PREPL inh	JMJD2C inh	HCV core dimer	PP1 inh
CCOC(=O)c1c(C)noc1-c1ccco1 is listed with 0.5	0.1	3.1	-0.6	2.9	-2.4	5.0	-0.4	-0.6
COc1ccc(C2CC(C(F)(F)F)n3ncc(C(=O)NCc4cccnc4)c3N2)cc1OC (stereo not given) is listed with -0.2	0.1	3.6	0.1	3.6	12.2	4.1	1.1	-3.9
